# Bioassay records: PubChem, National Center for Advancing Translational Sciences (NCATS)
# 15-hLO inh: 15-hLO (ALOX15) enzyme inhibition; P16050; purified 15hLO-1, xylenol orange hydroperoxide absorbance; Potency, µM (titrated, usually from 57.1 µM), without a hit: at the highest dose activity change, negative = inhibition, actives largely listed as inhibitors; 74,000 tested, 1.4% active; AID 887; further: potency means the concentration at half of the fitted maximal effect; on the % scale 0 is the no-effect control and ±100 the full control effect; nearly all actives have a fitted effect of over 55% in size
# Target sequence (P16050 whole entry, looked up): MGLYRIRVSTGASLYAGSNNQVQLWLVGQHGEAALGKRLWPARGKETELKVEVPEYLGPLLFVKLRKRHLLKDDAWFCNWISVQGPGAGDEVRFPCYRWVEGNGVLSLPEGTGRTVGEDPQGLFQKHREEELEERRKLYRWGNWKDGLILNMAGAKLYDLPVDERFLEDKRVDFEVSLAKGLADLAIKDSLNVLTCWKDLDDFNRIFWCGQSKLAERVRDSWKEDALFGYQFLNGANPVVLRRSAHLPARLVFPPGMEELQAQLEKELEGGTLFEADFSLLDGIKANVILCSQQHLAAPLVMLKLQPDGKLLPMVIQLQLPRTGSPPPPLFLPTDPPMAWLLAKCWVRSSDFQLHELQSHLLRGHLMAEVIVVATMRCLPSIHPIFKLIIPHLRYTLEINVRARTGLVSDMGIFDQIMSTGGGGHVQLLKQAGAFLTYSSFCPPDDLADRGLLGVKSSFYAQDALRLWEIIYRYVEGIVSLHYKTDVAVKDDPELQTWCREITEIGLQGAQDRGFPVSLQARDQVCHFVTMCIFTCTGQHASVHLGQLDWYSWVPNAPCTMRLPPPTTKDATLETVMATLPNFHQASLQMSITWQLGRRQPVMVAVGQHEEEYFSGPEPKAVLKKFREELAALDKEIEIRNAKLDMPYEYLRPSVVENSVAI
#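 Purified human 15hLO-1 (40 nM) in 25 mM Hepes pH 7.5, 0.01% Triton X-100, preincubated 15 min RT with compound, then 50 uM arachidonic acid for 6 min. Hydroperoxide read by ferrous/xylenol orange, 30 min; 573/405 nm absorbance ratio gave progress.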
# Rhodamine autofl: compound fluoresces in the rhodamine spectral region; Rhodamine-region fluorescence, 547/598 nm, Tris buffer; active compounds read high; max dye-equivalent concentration, M; 59,000 tested, 0.05% active; AID 594; in the data active means max dye-equivalent concentration above about 11 nM; inconclusive means between about 1.1 nM and that limit
#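 Intrinsic compound fluorescence, ex 547 / em 598 nm, CCD imager. Tris 100 mM pH 8.0; 15 min RT. Output = rhodamine dye-equivalent concentration at each compound concentration.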
# Hsp90 Hop PPI: changes Hsp90-Hop TPR2A binding signal, up or down. Potency, µM (series often up to 57 µM), for the others: at the highest dose activity change, negative = inhibition. AlphaScreen TPR2A-His6 binding biotin-Hsp90 C-terminal peptide. 71,000 tested, 0.44% active; active means well fitted curve in either direction with a large enough effect; inconclusive means small, poorly fitted or top-dose-only effect, or another doubt; further: potency means the concentration at half of the fitted maximal effect; on the % scale 0 is the no-effect control and ±100 the full control effect; many of its hits are not listed in these tables
# HADH2 inhib: inhibitors of human HADH2 dehydrogenase; recombinant HADH2, NADH fluorescence, beta-hydroxybutyryl-CoA; Potency, µM (highest dose often 57.1 µM), for inactives: at the highest dose activity change, negative = inhibition, usual class: inhibitors; 73,000 tested, 3.4% active; AID 886; further: potency means the concentration at half of the fitted maximal effect; on the % scale 0 is the no-effect control and ±100 the full control effect; nearly all actives have a fitted effect of over 60% in size; many of its hits are not listed in these tables
# Target sequence (Q99714 whole entry, looked up, one chain of several): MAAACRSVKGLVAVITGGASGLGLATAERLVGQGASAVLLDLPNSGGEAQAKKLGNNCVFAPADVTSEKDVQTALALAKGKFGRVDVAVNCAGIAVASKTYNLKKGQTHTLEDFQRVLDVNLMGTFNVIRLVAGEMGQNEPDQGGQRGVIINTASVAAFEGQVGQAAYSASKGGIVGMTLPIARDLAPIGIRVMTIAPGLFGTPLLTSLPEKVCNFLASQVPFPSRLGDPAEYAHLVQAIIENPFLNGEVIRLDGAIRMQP
#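 Activity measured as NADH fluorescence gain (360/450 nm), taken as the change between first and last reads of a 4-min kinetic run. Conditions: pH 9.0 Tris buffer, 20 nM E. coli-expressed His-tagged enzyme, 1 mM NAD+, 90 uM beta-hydroxybutyryl-CoA; 15-min compound preincubation.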
# DNA Pol III inh: inhibitors of bacterial DNA polymerase III holoenzyme; reconstituted DNA polymerase III holoenzyme replication, biochemical; Potency, µM (top dose mostly 57.1 µM), for the others: at the highest dose activity change, negative = inhibition; 71,000 tested, 0.25% active; further: potency means the concentration at half of the fitted maximal effect; on the % scale 0 is the no-effect control and ±100 the full control effect
#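 Reconstituted *E. coli* holoenzyme (0.35 nM Pol III, 1 nM beta, 154 nM SSB, 2 nM primase) was preincubated with compound for 15 min at RT. Synthesis on 1.4 nM ssM13Gori ran 35 min, then was stopped with PicoGreen/EDTA and read as dsDNA fluorescence.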
# TexasRed autofl: Texas Red region autofluorescence; Compound fluorescence, Texas Red channel, 547/618 nm; active compounds read high; max dye-equivalent concentration, M; 59,000 tested, 0.06% active; in the data active means max dye-equivalent concentration above about 10 nM; inconclusive means between about 1.1 nM and that limit
#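 Compound titrations in 100 mM Tris pH 8.0 were incubated 15 min at room temperature and read at 547 nm excitation / 618 nm emission. Texas Red six-point standard curve on each plate converted fluorescence to dye-equivalent concentration.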
# UbGFP stabilizer: proteasome inhibitors stabilizing ubiquitin-GFP reporter. Potency, µM (titrated, usually from 45.9 µM), for the others: at the highest dose activation (GFP accumulation), hits mostly activators. 67,000 tested, under 10 active. Ubiquitin-GFP reporter cells, proteasome inhibition, GFP fluorescence; response scale: untreated = 0%, 10 µM MG-132 = 100%. AID 526; active means well fitted activation curve with a large enough effect, not every such curve was filed as active; inconclusive means small, poorly fitted or top-dose-only effect, or another doubt; inactive means no such curve, though single readings can be large or run the other way; further: potency means the concentration at half of the fitted maximal effect
#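 U2OS cells expressing ubiquitin(G76V)-GFP, seeded overnight in 0.5% FBS medium, then treated 4 hr at 37 C across 46 uM to 2.9 nM. GFP-positive cells counted by laser cytometry (488 ex/515 em); %activity scaled between basal and 10 uM MG-132.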
# 4MU fluor: 4-MU region autofluorescence. AID 589. compound autofluorescence, 340/450 nm, 4-MU equivalents; active compounds read high. max dye-equivalent concentration, M. 59,000 tested, 11% active; in the data active means max dye-equivalent concentration above about 10 nM; inconclusive means mostly about 1.1 nM to 9.6 nM
#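 Compounds in 100 mM Tris, pH 8.0, incubated 15 min at room temperature, then fluorescence read at 340 nm excitation/450 nm emission. Signal converted to 4-MU dye-equivalent concentration using an on-plate six-point 4-MU standard curve.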
# Fluorescein fluor: compound autofluorescence in fluorescein spectral region. Compound autofluorescence, 480/540 nm, fluorescein-equivalent; active compounds read high. max fluorescein-equivalent concentration, M. 59,000 tested, 0.91% active. AID 593; in the data active means max fluorescein-equivalent concentration above about 10 nM; inconclusive means between about 1.1 nM and that limit
#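 Read-out is intrinsic compound fluorescence at 480/540 nm (excitation/emission), expressed as dye-equivalent concentration using a fluorescein standard series run on every plate. Compounds sat 15 min at room temperature in 100 mM Tris, pH 8.0.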
# GFP derepression: derepresses silenced GFP locus in mouse C127i cells; mouse C127i GFP locus derepression, cytometry, 30 h; Potency, µM (series often up to 46.1 µM), without a hit: at the top dose GFP derepression (activation); 68,000 tested, 0.09% active; further: % of control where 0% means no effect
#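 Locus derepression in mouse mammary C127i cells whose integrated CMV-GFP reporter is normally silent; GFP expression after 30 h compound treatment was quantified by counting fluorescent cells.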
# HBB splice mod: modulators of hemoglobin beta chain splicing; HBB splicing reporter cell assay, activation; EGFP reporter with mutant IVS2-654 intron; response scale: normalised to 500 nM splice-correcting PNA; Potency, µM (highest dose often 46.1 µM), inactives show at the highest dose activation, usual class: activators; 65,000 tested, 0.06% active; further: potency means the concentration at half of the fitted maximal effect; 0% is about no effect
#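 HeLa cells stably expressing EGFP interrupted by mutant beta-globin intron 2 (IVS2-654), 500/well in 2% FCS. Treated with compound for 2 days at 37C. Splicing correction scored as total well GFP intensity (488 nm excitation, 500-520 nm emission); 500 nM antisense PNA served as control.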
# The depositor's hits bear a star; i = inactive; ? = inconclusive; · = no result given; & = joins results of further samples; [ ] = dose if it differs, or a comment. Unless noted, the call rests on the fitted dose curve; in most records, active means well fitted curve in the direction sought with a large enough effect; inconclusive means small, poorly fitted or top-dose-only effect, or another doubt; inactive means no such curve, though single readings can be large; an effect the other way counts as inactive or inconclusive. Not all compounds are listed. The share of hits here may be higher or lower than overall.
# Values in the order – 15-hLO inh, Rhodamine autofl, Hsp90 Hop PPI, HADH2 inhib, DNA Pol III inh, TexasRed autofl, UbGFP stabilizer, 4MU fluor, Fluorescein fluor, GFP derepression, HBB splice mod
> O=C(NC1CCCCC1)C(c1ccccc1)N(Cc1ccco1)C(=O)Cn1cnc2ccccc21 (stereo unspecified)
    15%, i, -16%, 6%, -3%, ?, 2%, i, ?, 5%, -3.1%
> COc1cc(NC(=O)CSc2nc(C)cs2)cc(OC)c1
    -5%, i, 1%, -10%, -5%, i, -1%, i, i, -2%, 0.6%
> COc1ccccc1NC=C1C(=O)OC2(CCCCC2)OC1=O
    -1%, i, 0%, -1%, -1%, i, 3%, ?, i, 0%, 2.2%
> COc1ccc2c(C)cc(SCC#N)nc2c1
    -3%, i, 1%, 205%[activator], -6%, i, -3%, ?, ?, 1%, ?
> CCn1c(SCC(=O)Nc2sc(C)c(C)c2C#N)nnc1C(C)C
    -4%, i, 53%, -6%, -3%, i, -1%, i, i, -2%, ·
> O=C(CN1CCCCCC1)Nc1ccc(F)c(F)c1F
    6%, i, 3%, 7%, 2%, i, -5%, i, i, 0%, 0.2%[57.5 µM]
> Cn1nnc(NC(=O)CSc2ccc(Cl)cc2)n1
    6%, i, -3%, -13%, 2%, ?, 3%, i, i, 0%, 0.8%
> COc1cccc(-c2nc(CC(=O)O)cs2)c1OC
    3%, i, -4%, -24%, -1%, i, -1%, i, ?, 3%, -1.5%
> CCSc1nc2ccccc2n1CC(N)=O
    4%, i, -3%, 2%, -7%, i, 3%, i, i, -2%, -0.3%
> CCCCN(C)C(=O)C1CCN(Cc2ccccn2)CC1
    23%, i, ?, 16%, 3%, i, -1%, i, ?, 0%, -0.1%[57.5 µM]
> Cc1ccc(SCC(=O)NCCCN2CCOCC2)cc1
    1%, i, -6%, 9%, -11%, ?, 0%, i, i, 0%, -1.6%
> COc1cccc(OC)c1OCCCOc1c(OC)cccc1OC
    7%, i, 11%, 9%, -5%, i, 8%, i, i, -3%, -1.6%
> CNC(=O)[C@@H]1O[C@@H](n2cnc3c(N)ncnc32)[C@@H](O)[C@H]1O
    -4%, i, ?, 12%, -2%, ?, 0%, i, ?, -2%, 1.1%
> COc1ccc(Cn2nnnc2CN2CCc3ccccc32)cc1
    ?, i, -4%, 3%, -4%, i, -1%, i, i, 2%, 0.2%
> CC(C)c1ccc(NC(=O)C(c2ccc3c(c2)OCO3)N2CCC3(CC2)OCCO3)cc1 (stereo unspecified)
    -25%, i, -2%, -5%, 2%, i, -5%, i, i, 2%, -0.1%
> O=C(c1cccs1)N1CCN(C/C=C/c2ccccc2)CC1
    13%, i, -4%, -4%, -2%, i, -6%, i, i, 2%, -0.1%[57.5 µM]
> O=S1(=O)CCN2C(c3ccco3)=CSC2=N1
    8%, i, 0%, -20%, 5%, i, 4%, i, i, 0%, 0.1%[57.5 µM]
> NC(N)=NS(=O)(=O)c1ccc(N)cc1
    -5%, i, -7%[26 µM], 2%[25.6 µM], -7%[25.6 µM], ?, 20%[20.5 µM], i, ?, -2%&2%[20.6 µM], 1.3%[20.6 µM]
> Cc1nc2ccc(S(=O)(=O)NC(CC(C)C)C(=O)O)cc2s1 (stereo unspecified)
    1%, i, 8%, -3%, 0%, i, -8%, i, ?, 1%, 1.6%
> CCNc1ncc2ncc(=O)n(Cc3cccs3)c2n1
    6%, i, 0%, ?, -6%, i, -1%, 1.6e-08M*, i, -3%[9.22 µM], 0.6%

# Single entries from the results shown.
# Cc1ccc(SCC(=O)NCCCN2CCOCC2)cc1 | HBB splice mod: -1.6%
# CCCCN(C)C(=O)C1CCN(Cc2ccccn2)CC1 | DNA Pol III inh: 3%
# O=C(CN1CCCCCC1)Nc1ccc(F)c(F)c1F | UbGFP stabilizer: -5%
# O=C(NC1CCCCC1)C(c1ccccc1)N(Cc1ccco1)C(=O)Cn1cnc2ccccc21 (stereo unspecified) | HBB splice mod: -3.1%
# COc1ccc(Cn2nnnc2CN2CCc3ccccc32)cc1 | UbGFP stabilizer: -1%

# Back to the main list with the 2 entries that preceded the break.
# Values in the order – 15-hLO inh, Rhodamine autofl, Hsp90 Hop PPI, HADH2 inhib, DNA Pol III inh, TexasRed autofl, UbGFP stabilizer, 4MU fluor, Fluorescein fluor, GFP derepression, HBB splice mod
> Cc1nc2ccc(S(=O)(=O)NC(CC(C)C)C(=O)O)cc2s1 (stereo unspecified)
    1%, i, 8%, -3%, 0%, i, -8%, i, ?, 1%, 1.6%
> CCNc1ncc2ncc(=O)n(Cc3cccs3)c2n1
    6%, i, 0%, ?, -6%, i, -1%, 1.6e-08M*, i, -3%[9.22 µM], 0.6%
> O=C(O)c1ccc(NS(=O)(=O)/C=C/c2ccccc2)cc1
    -6%, i, -1%, 8%, -11%, i, 3%, i, i, 0%, -4.1%[57.5 µM]
> CCc1nnc(NC(=O)CSc2nnc3scc(-c4ccc(C)cc4)n23)s1
    5%, i, -3%, -9%, -9%, i, -8%, i, i, 0%, ·
> Cc1nc2ccc(S(=O)(=O)NC(C(=O)NCc3ccco3)C(C)C)cc2s1 (stereo unspecified)
    -3%, ·, -3%[2.3 µM], 1%, -6%, ·, -4%, ·, ·, ·, 0.1%
> CCc1ccc(N2CSC3=C(C#N)C(c4cccs4)CC(=O)N3C2)cc1 (stereo unspecified)
    ?, i, -3%, ?, -4%, i, -3%, i, i, 2%, -1.6%[0.369 µM]
> CCn1cc(Br)c(C(=O)NCc2ccco2)n1
    -3%, i, -7%, -1%, -1%, ?, 10%, i, i, 8%, -0.7%
> Cc1noc(C)c1C(=O)OCC(=O)NCCC1=CCCCC1
    -5%, i, 0%, 29%, -6%, ?, 8%, ?, i, -2%, -0.2%[57.5 µM]
> COC(=O)c1ccc(C2C(C(C)=O)=C(O)C(=O)N2CCO)cc1 (stereo unspecified)
    11%, i, -4%, -12%, -6%, i, 6%, i, ?, 0%, 0.4%
> CC(C(=O)NC1CCCc2ccccc21)N1CCN(Cc2ccc3c(c2)OCO3)CC1 (stereo unspecified)
    -1%, i, -1%, -8%, -4%, ?, 5%, i, i, -1%, -0.2%[57.5 µM]
> O=C(c1ccccc1)n1ccc2ccccc21
    -9%, ·, 15%, 1%, -2%, ·, 11%, ·, ·, 2%, -0.8%
> COc1ccc(OCC(=O)Nc2ccc(S(=O)(=O)N3CCOCC3)cc2)cc1
    6%, i, 3%, 3%, -2%, i, 3%, i, i, 2%, ·
> CN(C)CCC=C1c2ccccc2C=Cc2ccccc21
    ?, i, -4%[11 µM], 1%[11.4 µM], -11%[11.4 µM], ?, 1%[9.17 µM], ?, ?, -3%[9.22 µM], 0.9%[9.22 µM]
> Cn1c(=O)c2cc(S(=O)(=O)N3CCN(c4cccc(C(F)(F)F)c4)CC3)ccc2n(C)c1=O
    -3%, i, -2%, ?, -5%, i, -2%, i, i, 2%, -1.3%
> Cc1c(=O)n(OCc2c(F)cccc2F)c2ccccc2[n+]1[O-]
    ·, i, ·, ·, ·, i, ·, ?, i, 3%[20.6 µM], ·
> Cc1cc(=O)n2nc(N3CCCC(C(=O)NCCc4ccccc4)C3)sc2n1 (stereo unspecified)
    3%, i, 1%, -2%, 1%, i, -8%, i, i, -2%, 4.1%
> Cc1ccc(C)c(N2CCN(C(=O)C3CCN(c4nc(C)cc(C)n4)CC3)CC2)c1
    -6%, i, -5%, 7%, 2%, ?, -1%, i, ?, -3%, -0.2%[57.5 µM]
> O=C(CNCCC1=CCCCC1)Nc1ccccc1N1CCCCC1
    -8%, i, 19%, 6%, 5%, i, 6%, i, i, -2%, -0.1%
> COc1ccc(S(=O)(=O)N(C)CC(=O)N2CCOCC2)cc1Cl
    3%, i, -2%, -5%, -4%, i, 0%, i, i, 2%, 0.8%
> COC(=O)Cc1ccc2c3ccccc3n(C)c2c1
    -3%, ·, 19%, 2%, -6%, ·, -1%, ·, ·, -2%, 1.7%
> CN(C)CCCN1C(=O)C(=O)/C(=C(/O)c2ccc(OCc3ccccc3)cc2)C1c1cccnc1 (stereo unspecified)
    6%, i, -2%, 2%, -2%, i, ·, i, i, 2%, 2.4%[0.369 µM]
> CCCc1nc(NC2CCCCC2)c(C#N)c2c1COC(C)(C)C2
    ·, i, ·, ·, ·, i, ·, 3.2e-08M*, i, 2%[20.6 µM], ·
> N#Cc1nc(-c2cccs2)oc1N1CCN(c2ccccc2)CC1
    -5%, i, ?, i, 0%, i, 2%, 2.1e-07M*, i, 3%, -0.2%
